TDP1 inh – inhibitors of human tyrosyl-DNA phosphodiesterase TDP1 | 350,000 tested, 0.28% active | AID 485290 | recombinant TDP1, AlphaScreen DNA substrate cleavage | Q9NUW8 | Potency, µM (highest dose often 130 µM), for inactives: at the top dose activity change, negative = inhibition, most hits filed as inhibitors; further: nearly all actives have a fitted effect of over 40% in size
Target sequence (Q9NUW8 whole entry, looked up): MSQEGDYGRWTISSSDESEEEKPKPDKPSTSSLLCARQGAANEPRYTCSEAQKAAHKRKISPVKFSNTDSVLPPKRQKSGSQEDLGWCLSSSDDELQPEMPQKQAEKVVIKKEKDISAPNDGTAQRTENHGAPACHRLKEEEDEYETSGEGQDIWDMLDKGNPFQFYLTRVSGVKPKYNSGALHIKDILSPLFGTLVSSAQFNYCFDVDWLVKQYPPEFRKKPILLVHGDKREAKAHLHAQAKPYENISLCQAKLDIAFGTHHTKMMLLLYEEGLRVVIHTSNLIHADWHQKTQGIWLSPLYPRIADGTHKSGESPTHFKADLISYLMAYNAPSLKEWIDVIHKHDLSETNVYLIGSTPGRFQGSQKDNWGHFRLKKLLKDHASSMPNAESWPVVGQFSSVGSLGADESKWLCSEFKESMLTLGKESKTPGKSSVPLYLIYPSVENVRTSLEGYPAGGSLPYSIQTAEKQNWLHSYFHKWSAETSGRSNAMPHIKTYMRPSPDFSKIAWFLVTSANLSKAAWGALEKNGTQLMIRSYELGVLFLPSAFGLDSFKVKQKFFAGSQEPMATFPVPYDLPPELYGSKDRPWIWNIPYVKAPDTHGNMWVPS
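Recombinant E. coli-expressed Tdp1 (1 nM) preincubated with compound 15 min at RT, then 5'-biotin/3'-phosphotyrosine-FITC DNA substrate (15 nM) added for 5 min. AlphaScreen beads (10 ug/ml) added, 10 min RT; tyrosine-FITC cleavage read as signal loss.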
FEN1 inh – blocks human flap endonuclease 1. P39748. Recombinant FEN1 flap cleavage, fluorescence, 15 min. Potency, µM (doses to about 114 µM), for the others: at the top dose activity change, negative = inhibition, usual class: inhibitors. 390,000 tested, 0.35% active. AID 588795; further: nearly all actives have a fitted effect of over 65% in size
Target sequence (P39748 whole entry, looked up): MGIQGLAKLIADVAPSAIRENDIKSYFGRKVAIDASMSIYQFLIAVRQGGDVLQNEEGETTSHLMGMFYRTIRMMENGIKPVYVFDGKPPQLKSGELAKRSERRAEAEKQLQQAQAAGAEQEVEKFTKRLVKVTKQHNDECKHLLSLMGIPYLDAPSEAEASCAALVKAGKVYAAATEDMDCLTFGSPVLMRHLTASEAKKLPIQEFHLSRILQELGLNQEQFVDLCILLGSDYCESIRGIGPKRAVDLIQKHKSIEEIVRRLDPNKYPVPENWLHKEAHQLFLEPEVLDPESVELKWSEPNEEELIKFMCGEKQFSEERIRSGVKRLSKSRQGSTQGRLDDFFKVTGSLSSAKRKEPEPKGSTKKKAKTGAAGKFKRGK
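FEN1 at 10 nM preincubated with compounds 15 min at room temperature, then flap DNA substrate added at 50 nM final. Signal read at 0 and 15 min; concentration-response fitted with four-parameter Hill equation.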
N370S GC – inhibitors or activators of N370S glucocerebrosidase for Gaucher disease. 330,000 tested, 0.092% active. P04062. AID 2101. N370S GC spleen homogenate, 4MU-glucoside fluorescence. Potency, µM (highest dose often 59.4 µM), inactives show at the top dose activity change, negative = inhibition, most hits filed as inhibitors;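 further: 0% = full enzyme activity and -100% = no enzyme basal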
Numbers without * were called inactive; u = inconclusive; x = no result given; [ ] = dose if it differs, or a comment. The call rests on the fitted dose curve; in most records, active means well fitted curve in the direction sought with a large enough effect; inconclusive means small, poorly fitted or top-dose-only effect, or another doubt; inactive means no such curve, though single readings can be large; an effect the other way counts as inactive or inconclusive. Unless noted, on the % scale 0 is the no-effect control and ±100 the full control effect; potency means the concentration at half of the fitted maximal effect.

TDP1 inh,FEN1 inh,N370S GC,Structure
x,-9.5%,6.3%,COc1ccc(Cc2c3cc(OC)c(OC)cc3cc[n+]2C)cc1OC
1.1%,-10.0%,-4.4%,COc1ccc(S(=O)(=O)N2CCCCCC2)cc1C(=O)N(C)Cc1cccs1
-1.2%,-10.7%,-12.2%,CSC(=S)NCc1cccnc1
-3.0%,7.4%,1.2%,Fc1ccc(C2NC(=S)NC3=C2N2CCC3CC2)cc1 (stereo unspecified)
-2.5%,30.5%[activator],-1.5%,CSc1ncccc1C(=O)OCC(=O)c1cccs1
x,-6.5%,9.0%,NC(=S)N/N=C/c1ccccc1[N+](=O)[O-]
-1.1%,-1.3%,3.4%,CC1CCc2onc(C(=O)NCc3ccco3)c2C1 (stereo unspecified)
3.1%,u,-0.1%,CN(C)c1ccc(/C=C2\SC(=S)N(Nc3ncc(C(F)(F)F)cc3Cl)C2=O)cc1
9.1%,-2.9%,-4.8%,O=C(CSc1ncn[nH]1)NCCCc1ccccc1
0.0%,-1.2%,0.2%,CCOP(=O)(OCC)C(Nc1ccccn1)c1ccccc1 (stereo unspecified)
1.7%,-12.6%,u,CCSc1nnc(NC(=O)CSc2nc3c(c(=O)n2-c2ccccc2OC)SCC3)s1
1.2%,-19.1%,0.0%,O=c1[nH]c(CN2CCN(c3ccc(O)cc3)CC2)nc2scc(-c3ccc(Cl)cc3)c12
-1.2%,3.0%,-1.8%,Cc1cc(C)n2ncc(C(=O)O)c2n1
x,1.0%,u,CCNC(=S)NNC(=O)CCc1nc2cc(Cl)ccc2n(Cc2ccccc2)c1=O
0.0%,-0.1%,-14.9%,CCOc1ccc(C(C)=O)cc1CN1C(=O)C(=O)N(CC)C1=O
4.0%,-3.1%,6.9%,COc1ccc2nc3oc(C(=O)N4CCC(C(N)=O)CC4)cc3cc2c1
5.3%,22.1%,2.1%,CCC(=O)Nc1nnc(SCCN2CCOCC2)s1
-1.2%,8.1%,3.1%,O=S(=O)(Cc1noc(-c2ccc(OC(F)(F)F)cc2)n1)c1ccc(F)cc1
5.7%,-7.3%,x,COc1ccc(CNC(=O)c2ccc(CS(=O)(=O)c3ccc(OC)cc3)o2)cc1
6.9%[21 µM],x,-7.6%[12.8 µM],CC(=O)OCC1OC(C#Cc2ccccc2Cl)C=CC1OC(C)=O (stereo unspecified)
1.0%,-14.2%,12.6%,CCc1cc(OCCCSc2nc(C)cc(=O)[nH]2)ccc1Cl
2.6%,-18.0%,-1.3%,COC(=O)c1ccccc1NC(=O)CNc1cc(OC)c(OC)cc1C
-5.9%,19.0%,7.3%,Cc1ccc(CN2CCN(CC(=O)NC(C)CCc3ccccc3)C2=O)cc1 (stereo unspecified)
1.1%,7.9%,0.5%,O=S1(=O)CCC(NS(=O)(=O)/C=C/c2ccccc2)C1 (stereo unspecified)
8.2%,13.3%,-4.0%,Cc1ccsc1/C=N/NC(=O)CN1CCN(S(=O)(=O)c2ccc(Br)cc2)CC1
1.3%,5.6%,1.1%,O=C(COC(=O)c1ccccc1C(=O)c1ccccc1)NCc1ccc(F)cc1
0.0%,1.3%,-11.0%,Cc1nnc(SCC(=O)NNC(=O)c2ccc(Cl)cc2)s1
-4.1%,-1.7%,x,O=C(/C=C/c1ccco1)N1CCN(S(=O)(=O)c2cccc([N+](=O)[O-])c2)CC1
0.2%,-5.0%,x,O=C(CSc1nc(-c2ccccc2)cs1)NCCCN1CCCC1=O
10.1%[21 µM],x,0.0%[12.8 µM],C#CCCCO/N=C1/C[C@@H](O)[C@@H](O)[C@@H]2[C@H]3C(=O)N(c4ccc(F)cc4F)C(=O)[C@@H]3CC[C@@H]12
-0.6%,-12.2%,x,CCCCOc1ccc(CNC(=O)c2ccc(-c3nc(CN4CCc5ccccc54)c(C)o3)cc2)cc1
x,1.3%,-1.9%,O=C(COc1cccc2c1CCNC2=O)NC1CCCCC1
0.3%,-10.8%,-4.2%,Cc1ccc(C)c(S(=O)(=O)Nc2cccc(-n3cnnn3)c2)c1
-0.4%,18.8%,x,Cc1cc(C)n2nc(C(=O)OCC(=O)Nc3ccc(C)c(F)c3)nc2n1
0.8%,-3.9%,-5.9%,Cc1ccc(CN2CCNC(=O)C2CC(=O)N(C)C2CCOCC2)cc1 (stereo unspecified)
5.3%,-2.9%,-19.4%,COc1ccc(-c2cn(-c3ccc(SC(F)F)cc3)c3[n+]2CCC3)cc1OC
8.1%,-2.4%,-16.8%,CCOC(=O)c1oc2c(CN3CCN(CCO)CC3)c(O)c(CC)cc2c(=O)c1-c1nc2ccccc2s1
2.0%,-11.4%,13.2%,CC(C)Cn1nnc2c(=O)oc3ccccc3c21
x,3.7%,22.7%,C=CCc1ccccc1OCCn1nnc2ccccc21
0.0%,-6.8%,12.6%,COc1cccc(CNC(=O)CCl)c1
1.0%,3.5%,-11.6%,COC(=O)c1nc2n(n1)C(c1cccc(Cl)c1)C1=C(CCCC1=O)N2 (stereo unspecified)
1.4%,-13.5%,-15.1%,Cc1nn(-c2ccccc2)c(C)c1NC(=O)COC(=O)c1cc([N+](=O)[O-])ccc1NCCO
-2.9%,-1.1%,17.5%,COC(=O)CC1COc2ccccc2N1C(=O)c1ccc(OC)cc1 (stereo unspecified)
x,3.4%,-0.2%,CCN(CC(=O)Nc1c(F)cccc1F)C(=O)c1ccc(COc2ccccc2)o1
6.0%,8.1%,-10.2%,Fc1ccccc1N1CCN(C(c2ccncc2)c2nnnn2C2CCCC2)CC1 (stereo unspecified)
-15.1%,3.9%,0.5%,Cc1cc(Br)ccc1NC(=O)CN(C)C(=O)Cn1c(=O)cnc2ccccc21
0.0%,4.1%,-5.4%,CCN1CCN(C(c2ccccc2)c2nnnn2CCc2ccc(OC)c(OC)c2)CC1 (stereo unspecified)
4.8%,13.8%,-1.8%,CN(C)S(=O)(=O)c1ccc2c(c1)nc(CCC(=O)O)n2C
6.0%,4.5%,-3.3%,CNC(=O)/C(C#N)=C\c1cc(C)n(-c2ccc(N3CCOCC3)cc2)c1C
2.2%[12.3 µM],-3.9%,x,CCOC(=O)CSc1nc2sc3c(c2c(=O)n1Cc1ccccc1)CCC(C(C)(C)C)C3 (stereo unspecified)
x,-2.1%,-20.0%,CC[C@H](C)[C@@H](CN[C@H](C)CNC)NCCC(c1ccccc1)c1ccccc1
-2.7%,-10.2%,-27.4%,O=C(NNC(=S)NC(=O)c1cccnc1)c1ccc(F)cc1
7.5%,1.7%,0.9%,CC(=O)Nc1ccc(NC(=O)C(C)Oc2ccccc2F)cc1 (stereo unspecified)
4.9%,7.0%,8.4%,CCOC(=O)c1[nH]c(C)c(C(=O)NCc2ccccn2)c1C
8.3%,5.4%,6.8%,CCOc1ccc(C(=O)NC(=S)NC2CCCC2)cc1[N+](=O)[O-]
1.9%,-14.9%,-4.9%,CC1CCCN(Cc2c(C(=O)N3CCc4ccccc4C3)nc3ccc(Cl)cn23)C1 (stereo unspecified)
0.0%,-1.2%,2.8%,Cc1c(C=O)c(=O)n(-c2ccccc2)n1-c1ccccc1
-2.6%,0.1%,-21.9%,Cc1ccc(C(=O)N2CCN(c3ccc(NC(=O)CSc4ccc(Cl)cc4)cc3)CC2)cc1
-1.3%[12.3 µM],-15.8%,x,Cc1ccc(-c2nnc(Nc3cccc(Cl)c3)c3ccccc23)cc1S(=O)(=O)N1CCCCC1
7.5%,1.9%,x,CCN(CC)CCCNC(=O)c1ccc(Cn2c(SCc3ccccc3)nc3cccnc32)cc1

Remaining list, next part
TDP1 inh,FEN1 inh,N370S GC,Structure
2.3%,-12.9%,-4.9%,CCn1cc(CN2CCC(n3nccc3NC(=O)CCCc3ccccc3)CC2)cn1
x,7.6%,-0.2%,Cc1cc(C)nc(NC(=O)Cc2ccc(Cl)cc2)c1
-6.1%,-11.5%,11.6%,Cn1c(=Nc2ccccc2)sc2ccccc21
2.6%,14.6%,6.1%,O=C(Nc1ccccc1Cl)c1ccc(S(=O)(=O)N2CCOCC2)cc1
0.0%,2.8%,-15.8%,O=C1NC(=O)/C(=C\c2ccc(N3CCOCC3)o2)N1
0.0%,0.1%,8.6%,COc1ccc(CC(=O)Nc2nnc(C)s2)cc1
6.3%,9.5%,0.4%,Cc1nnc(NC(=O)c2cc3n(n2)C(C(F)(F)F)CC(C2CC2)N3)s1 (stereo unspecified)
3.7%,-7.7%,x,NC(=O)C1(N2CCCCC2)CCN(C(=O)Nc2ccc(Cl)c(Cl)c2)CC1
1.1%,-5.3%,-11.6%,CCCC(=O)Nc1ccc(NC(=S)NC(=O)c2ccccc2[N+](=O)[O-])cc1
2.9%,-2.1%,3.7%,Cn1c(CO)cnc1SCc1ccc(F)cc1
4.7%,-5.7%,x,Cn1nnnc1SCCCNCc1cccc(OCc2ccccc2Cl)c1
7.5%,x,16.9%,COC(=O)[C@H](Cc1ccccc1)NC(=O)[C@]1(C)C[C@H]1[C@H](NC(=O)OCc1ccccc1)c1ccccc1

Arranged by the number under FEN1 inh (rising): 3 from the list above
TDP1 inh,FEN1 inh,N370S GC,Structure
1.1%,-5.3%,-11.6%,CCCC(=O)Nc1ccc(NC(=S)NC(=O)c2ccccc2[N+](=O)[O-])cc1
2.9%,-2.1%,3.7%,Cn1c(CO)cnc1SCc1ccc(F)cc1
0.0%,0.1%,8.6%,COc1ccc(CC(=O)Nc2nnc(C)s2)cc1

Going on with the list.
TDP1 inh,FEN1 inh,N370S GC,Structure
3.5%,2.4%,7.3%,O=c1c2nccnc2[nH]c(=S)n1Cc1ccccc1
0.0%,24.4%,2.4%,O=C(NCCOc1ccccc1Cl)C(=O)Nc1ccccc1
4.7%,13.3%,-2.2%,CC(C)C[C@H](NC(=O)N1CCn2c1nc1ccccc12)C(=O)NCc1ccc2c(c1)OCO2
-0.9%,-16.2%,5.5%,CCN(CC)C(=O)c1cc2c(=O)n3cccc(C)c3nc2n1C
1.2%,x,5.2%,NC(C(=O)O)c1cccc(O)c1 (stereo unspecified)
3.4%,28.1%,-4.6%,Cc1ccc(C)c(S(=O)(=O)N2CCCN(C)CC2)c1
5.0%,-2.6%,x,CCOc1ccccc1NC(=O)Cn1ncc2c([nH]c3ccccc32)c1=O
3.3%,0.4%,4.0%,Cn1c(C(=O)NCCC2=CCCCC2)cc2c(=O)n3ccccc3nc21
-5.7%,11.6%,x,CCOc1ccc(S(=O)(=O)NCC(=O)N(C)Cc2cccnc2)cc1
0.0%,-6.2%,-4.9%,CN(C)C(=O)c1noc2cc([N+](=O)[O-])ccc12
0.0%,5.0%,13.1%,COCCCNC(=O)C(=O)C1C(=O)Nc2ccccc21 (stereo unspecified)
5.8%,-13.2%,x,CC1=C(C(=O)N2CCN(c3cccc(C(F)(F)F)c3)CC2)C2(CCCCC2)OC1=O
5.3%,3.0%,-5.5%,COc1cccc(N2CCN(C(=O)CSc3ccc(F)cc3)CC2)c1
-2.4%,-3.5%,u,c1ccc(C[C@H]2CNCCN2CCCCC2CCCCC2)cc1
x,-9.9%,10.0%,COc1cc(/C=C/c2nc3ccccc3c(=O)[nH]2)ccc1OC(F)F
0.7%,-3.8%,x,CS/C(=N\S(=O)(=O)c1ccc(F)cc1)c1ccccc1
2.3%,12.4%,x,Cn1cc(C(=O)NCCc2ccccc2)c(=O)c2cc(S(=O)(=O)N3CCCCC3)ccc21
6.2%,1.4%,x,CCc1c(C)sc2c1CCN(C(=O)Nc1cc(Cl)c(OC)cc1OC)C2c1ccccc1 (stereo unspecified)
x,-5.5%,3.8%,COc1ccc(CNC(=O)COC(=O)CO/N=C(\C)c2ccc3c(c2)OCO3)cc1
0.7%,5.5%,-6.5%,CC(C)(C)C(=O)Oc1cccc(Nc2ncnc3ccccc23)c1
0.0%,10.4%,-13.1%,COc1ccc(C(=O)N/C(=C\c2cccc3ccccc23)C(=O)NCCc2c[nH]c3ccccc23)cc1OC
-5.4%,0.1%,-0.6%,CN(C)/C=N/C(=S)Nc1ccccc1
2.0%,5.3%,-4.4%,Cc1ccc(S(=O)(=O)NCC(=O)OC(C(=O)c2ccccc2)c2ccccc2)cc1 (stereo unspecified)
4.5%,-0.4%,4.5%,CCOC(=O)C1CCN(C(=O)Nc2ccc3c(c2)nc(C)n3C)CC1

Complete entries, looked up by structure. Screens in order: TDP1 inh	FEN1 inh	N370S GC
`NC(=S)N/N=C/c1ccccc1[N+](=O)[O-]` as listed: x	-6.5%	9.0%
`O=S1(=O)CCC(NS(=O)(=O)/C=C/c2ccccc2)C1` (stereo unspecified) as listed: 1.1%	7.9%	0.5%
`CCOc1ccc(C(C)=O)cc1CN1C(=O)C(=O)N(CC)C1=O` as listed: 0.0%	-0.1%	-14.9%
`CCCC(=O)Nc1ccc(NC(=S)NC(=O)c2ccccc2[N+](=O)[O-])cc1` as listed: 1.1%	-5.3%	-11.6%
`NC(=O)C1(N2CCCCC2)CCN(C(=O)Nc2ccc(Cl)c(Cl)c2)CC1` as listed: 3.7%	-7.7%	x

Compound activity (PubChem)
